Source: PubChem
PMI act hi M6P = PMI (human) activation, high substrate; actives 0.34% (n = 190,000); activation factor at 20 µM; coupled PMI enzyme assay, resazurin fluorescence, 20 min; hits give high values; 1 = untreated enzyme, 0 = substrate-free blank; P34949;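 active means activation factor of 2 or more at 20 µM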
Target sequence (P34949 whole entry, looked up): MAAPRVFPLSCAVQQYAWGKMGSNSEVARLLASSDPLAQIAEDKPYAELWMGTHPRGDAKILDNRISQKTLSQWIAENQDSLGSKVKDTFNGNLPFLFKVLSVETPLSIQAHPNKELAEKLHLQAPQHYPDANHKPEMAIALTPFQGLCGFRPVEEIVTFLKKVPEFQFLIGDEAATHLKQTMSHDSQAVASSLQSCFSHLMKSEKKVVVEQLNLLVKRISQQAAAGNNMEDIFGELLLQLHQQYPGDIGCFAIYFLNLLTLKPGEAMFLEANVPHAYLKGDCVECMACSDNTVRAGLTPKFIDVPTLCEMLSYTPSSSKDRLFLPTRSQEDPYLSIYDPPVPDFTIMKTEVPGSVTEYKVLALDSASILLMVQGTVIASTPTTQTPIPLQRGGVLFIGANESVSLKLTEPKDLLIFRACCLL
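test system = human PMI in coupled enzyme assay | medium = HEPES-buffered pH 7.4 with magnesium and detergent | also added = 1.0 mM mannose-6-phosphate substrate with 0.22 mM NADP+ | compound = 20 µM single dose | times = 20 min incubation at room temperature | measured by = resorufin fluorescence (Ex 544/Em 590 nm) from resazurin via diaphorase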
HMGR II inh = blocks class II HMG-CoA reductase of Enterococcus faecalis | purified E. faecalis HMGR, NADPH absorbance 340 nm kinetic | inhibition, % at 10 µM | actives 0.41% (n = 190,000) | AID 1066;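 active means inhibition above a set limit, the median over all tested compounds plus 3 SD, cut at about 9.5% in these data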;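 further: enzyme runs in reverse so mevalonate oxidation gives rising NADPH absorbance; 0% = complete reaction with DMSO and 100% = background rate lacking mevalonate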
TNAP inh noacc = TNAP (human) inhibition, acceptor-free conditions | purified TNAP, CDP-star luminescence, 30 min | inhibition, % at 20 µM | actives 0.26% (n = 200,000) | AID 1012;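 active means tissue-nonspecific alkaline phosphatase inhibition above about 50% at 20 µM in the single-dose screen, limit read from the data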;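 further: 0% = DMSO negative control and 100% = EDTA positive control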
Target sequence (P05186 whole entry, looked up): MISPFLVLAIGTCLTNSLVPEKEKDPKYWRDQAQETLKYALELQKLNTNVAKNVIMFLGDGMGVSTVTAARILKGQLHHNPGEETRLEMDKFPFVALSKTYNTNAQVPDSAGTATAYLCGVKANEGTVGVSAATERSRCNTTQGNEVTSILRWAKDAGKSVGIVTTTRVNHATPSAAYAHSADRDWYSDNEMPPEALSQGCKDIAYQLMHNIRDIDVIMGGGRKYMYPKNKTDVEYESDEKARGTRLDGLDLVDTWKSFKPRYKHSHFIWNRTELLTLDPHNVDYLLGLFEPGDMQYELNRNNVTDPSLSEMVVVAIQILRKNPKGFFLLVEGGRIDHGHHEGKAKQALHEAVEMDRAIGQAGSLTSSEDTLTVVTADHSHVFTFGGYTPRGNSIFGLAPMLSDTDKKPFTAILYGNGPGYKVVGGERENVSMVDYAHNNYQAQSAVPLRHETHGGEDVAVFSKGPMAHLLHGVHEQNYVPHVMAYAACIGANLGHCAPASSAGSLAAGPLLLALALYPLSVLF
PMI act = phosphomannose isomerase (human) activation; actives 0.005% (n = 190,000); purified human PMI, coupled resazurin fluorescence, 20 min; hits give high values; 1 = vehicle control, 0 substrate-free wells; AID 1214; activation factor at 20 µM;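 active means activation factor of 2 or more at 20 µM, relative to plate controls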
TNAP inh hiacc = TNAP (human) inhibition, high acceptor | P05186 | purified TNAP, CDP-star luminescence, 1 M DEA | inhibition, % at 20 µM | actives 0.03% (n = 200,000) | AID 1135;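 active means over 50% inhibition of tissue-nonspecific alkaline phosphatase at 20 µM in the single-dose screen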;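 further: plate controls were DMSO wells for no effect and EDTA-quenched wells as full inhibition for full effect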
G6PDH counter = counter-screen for G6PDH assay hits: L. mesenteroides G6PDH inhibition. inhibition, % at 5 µM. Purified L. mesenteroides G6PDH, diaphorase/resazurin coupled fluorescence, 45 min. actives 0.12% (n = 200,000); in the data active means inhibition above about 50%
Diaph inh CS = counter-screen for diaphorase-based assays: diaphorase inhibitors and chemical oxidizers. diaphorase resazurin-to-resorufin fluorescence, NADH, 16 min; bacterial (C. kluyveri) enzyme, not human. inhibition, % at 20 µM. actives 0.69% (n = 190,000). AID 1217;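 active means primary screen inhibition at 20 µM above a set limit, cut at about 50% in these data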;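 further: plate controls were DMSO with full reaction for no effect and wells lacking NADH for full effect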
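Assay system: diaphorase enzyme from Clostridium kluyveri. Quantity: enzyme working solution with 0.14 U/mL diaphorase. Schedule: reaction incubation of 16 min at room temperature. Technique: resorufin fluorescence, excitation 544 nm, emission 590 nm. Controls: No-NADH positive control and DMSO neutral control.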
Diaph act CS = activates diaphorase or chemically reduces, flagging diaphorase assay artifacts | actives 0.005% (n = 190,000) | activation factor at 20 µM | Diaphorase/resazurin coupled assay, resorufin fluorescence, 16 min; hits give high values; 1 = vehicle wells, 0 = NADH-free wells;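 active means diaphorase activity raised at least twofold by the compound at 20 µM; inactive means activation factor below 2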
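Measured by – red resorufin fluorescence at 544/590 nm excitation/emission · Test system – Clostridium kluyveri diaphorase, purified enzyme · Incubation – reaction time 16 min, room temperature · Buffer or medium – 50 mM HEPES pH 7.4 with 4.542 mM MgCl2, 0.005% Tween 20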
TNAP act hi DEA = TNAP (human) activation, high acceptor; P05186; purified TNAP, CDP-star luminescence, 1 M DEA, 30 min; hits give high values; 0 = EDTA background, 1 = DMSO-only activity; activation factor at 20 µM; 200,000 tested, under 10 active;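 active means activation factor at least 2 at 20 µM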
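Control set: EDTA negative control, DMSO positive control / Assay system: human TNAP / Quantity: TNAP 1/800 final / Evaluation: TNAP activation factor scaled between EDTA and DMSO control wells / Measured by: luminescent substrate turnover signal / Compound dosing: one dose, 20 µM / Times: 30 min enzyme reaction at room temperature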
FLuc stim CS = firefly luciferase counter-screen for stimulation assays; P08659; ATPlite luciferase biochemical, luminescence, 10 min; 0 = ATP-free wells, 1 = DMSO control; activation factor at 10 µM; 200,000 tested, under 10 active; AID 1027;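 active means luciferase activation factor, scaled between plate controls, of at least 2 with compound at 10 µM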
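System: cell-free luciferase reagent; medium: PBS as buffer for the ATP substrate; doses: test compounds dosed from 2 mM stocks in 100% DMSO; incubation: 10 min, room temperature; measured by: luminescence from luciferase reaction; read-out: luciferase activation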
Starred values were filed as active, the others as inactive.

SMILES | PMI act hi M6P | HMGR II inh | TNAP inh noacc | PMI act | TNAP inh hiacc | G6PDH counter | Diaph inh CS | Diaph act CS | TNAP act hi DEA | FLuc stim CS
OCC1(Cc2ccccc2)CCN(C2CCN(c3ccccc3F)CC2)CC1 | 1.1 | 0 | -6 | 1.1 | -10 | 9 | -18 | 1.2 | 1.1 | 1.1
CC(/C=C/c1ccc(O)cc1)=N/O | 1.1 | -1 | -7 | 1.1 | -4 | 4 | -5 | 1.1 | 1 | 1
Cc1cc(C)n(-c2ccc(C(=O)OC(C)C)cc2)n1 | 1 | -5 | -4 | 1 | 1 | 0 | -8 | 1.1 | 1 | 1
Cc1cc(C)nc(-n2nc(C)c3c(C(F)(F)F)cc(=O)[nH]c32)n1 | 1 | -3 | 1 | 1 | 0 | -14 | 4 | 1 | 1 | 1
COc1cc(/C=C2/C(=O)ON=C2C)ccc1OCc1cccc(F)c1 | 1.2 | 16* | -4 | 1.3 | -2 | 3 | -3 | 1 | 1 | 0.9
O=c1c(C(c2ccccc2)c2c(O)sc3ccccc3c2=O)c(O)sc2ccccc12 | 0.9 | -1 | -19 | 1 | -3 | -6 | 22 | 0.8 | 1 | 1.1
CC1CCC(NC(=O)C2CCC(CNS(=O)(=O)c3cccc4nsnc34)CC2)CC1 (stereo unspecified) | 1 | -4 | 11 | 1 | -1 | 2 | -4 | 1 | 1 | 1
CCCCNC(=O)CNC(=S)N(Cc1ccccc1F)C1CCCCC1 | 1 | 3 | 2 | 1 | -3 | 9 | 4 | 1 | 1 | 1.1
COc1ccc(CC(=O)Nc2ccc(C(=O)Nc3ccccc3C(=O)O)cc2)cc1OC | 1 | -3 | -1 | 1 | 1 | -14 | 14 | 0.9 | 1 | 1
CC(C)CC(NC(=O)C1CCC(C)CC1)C(=O)N1CCN(c2ccccn2)CC1 (stereo unspecified) | 0.9 | 0 | -9 | 0.9 | -1 | 1 | 20 | 0.8 | 1 | 1
COc1cc(CNCCc2ccccc2)cc(Br)c1OCC(=O)Nc1ccccc1C | 0.9 | -6 | -14 | 1 | -8 | 2 | -13 | 1.1 | 1.1 | 1.1
COc1ccc(OC)c(NS(=O)(=O)c2ccc(Cl)s2)c1 | 0.9 | 3 | -11 | 1 | -1 | 0 | 5 | 0.9 | 1 | 1.1

Full records, looked up by structure. Order of values: PMI act hi M6P, HMGR II inh, TNAP inh noacc, PMI act, TNAP inh hiacc, G6PDH counter, Diaph inh CS, Diaph act CS, TNAP act hi DEA, FLuc stim CS
CC1CCC(NC(=O)C2CCC(CNS(=O)(=O)c3cccc4nsnc34)CC2)CC1 (stereo unspecified) is entered as 1, -4, 11, 1, -1, 2, -4, 1, 1, 1
CC(C)CC(NC(=O)C1CCC(C)CC1)C(=O)N1CCN(c2ccccn2)CC1 (stereo unspecified) is entered as 0.9, 0, -9, 0.9, -1, 1, 20, 0.8, 1, 1
Cc1cc(C)n(-c2ccc(C(=O)OC(C)C)cc2)n1 is entered as 1, -5, -4, 1, 1, 0, -8, 1.1, 1, 1
CC(/C=C/c1ccc(O)cc1)=N/O is entered as 1.1, -1, -7, 1.1, -4, 4, -5, 1.1, 1, 1
CCCCNC(=O)CNC(=S)N(Cc1ccccc1F)C1CCCCC1 is entered as 1, 3, 2, 1, -3, 9, 4, 1, 1, 1.1

More records follow.
SMILES | PMI act hi M6P | HMGR II inh | TNAP inh noacc | PMI act | TNAP inh hiacc | G6PDH counter | Diaph inh CS | Diaph act CS | TNAP act hi DEA | FLuc stim CS
O=c1[nH]nc(Sc2ncnc3sccc23)n1CCc1ccccc1 | 1 | -6 | -5 | 1 | -9 | 4 | 16 | 0.8 | 1.1 | 1.1
COc1ccc(NC(=O)c2c(Cl)nc3ccccn23)cc1 | 1.1 | 0 | -7 | 1.1 | 0 | -3 | 4 | 1 | 1 | 0.9
Cc1ccc(NCc2nnc(SCC(N)=O)n2CCc2ccccc2)cc1 | 1 | 1 | -4 | 0.9 | -8 | 21 | 0 | 1 | 1.1 | 1
CCCOc1ccc(/C=C2\SC(=S)N(CC3CCCO3)C2=O)cc1 (stereo unspecified) | 1.1 | -3 | 10 | 1.1 | 3 | 7 | 6 | 0.9 | 1 | 1
CCOc1ccc(/C(=N\O)C(C)NO)cc1 (stereo unspecified) | 1.3 | 1 | 2 | 1.4 | -4 | 11 | 0 | 1 | 1 | 1.1
O=S(=O)(Cc1ccccc1)N1CCc2ccccc2C1 | 1 | -3 | -4 | 1 | 3 | 2 | 0 | 1 | 1 | 1
CCN1CCN(C(c2ccccc2)c2nnnn2CCc2ccc(OC)c(OC)c2)CC1 (stereo unspecified) | 1.1 | 2 | -12 | 1.1 | -6 | 10 | 6 | 0.9 | 1.1 | 1
CCc1cccc(OCCCn2ccnc2)c1 | 1.2 | -1 | -10 | 1.1 | 0 | 9 | 6 | 0.9 | 1 | 1
CCn1c2ccccc2c2cc(NC(=O)COC(=O)c3cc(OC)c(OC)cc3OC)ccc21 | 0.8 | 9 | -6 | 0.7 | -4 | -12 | 23 | 0.8 | 1 | 1.1
CCCn1c(/N=C/c2ccc3c(c2)OCO3)nc2ccccc21 | 1 | 0 | -9 | 1 | -8 | 17 | -1 | 1 | 1.1 | 0.6
O=C(Nc1ccccc1N1CCOCC1)c1cccc([N+](=O)[O-])c1 | 1 | 4 | -10 | 1.1 | -1 | 9 | -7 | 1.1 | 1 | 1
COc1ccc(-n2c(C)cc(C(=O)CCl)c2C)cc1 | 1 | 3 | -16 | 1.1 | -5 | 2 | 13 | 0.9 | 1 | 1
CCCCC(c1nnnn1CCOC)N1CCN(CC)CC1 (stereo unspecified) | 1.2 | -15 | -4 | 1.3 | 2 | 3 | 5 | 1 | 1 | 1
COc1ccc(Br)cc1CNc1ccc(O)cc1 | 0.7 | 0 | 10 | 0.6 | -5 | 19 | 29 | 0.7 | 1.1 | 1
Cc1ccc(Nc2ncc3c(n2)CC(c2ccco2)CC3=O)c(C)c1 (stereo unspecified) | 0.8 | 2 | -8 | 0.8 | -3 | 3 | 18 | 0.8 | 1 | 1.1
O=C(N/N=C/c1cccnc1)c1ccc(Cn2cc([N+](=O)[O-])cn2)o1 | 1 | -3 | -4 | 1 | 2 | 8 | 1 | 1 | 1 | 1
N#CCCN1CCn2c1nc1ccccc12 | 1.1 | 0 | -10 | 1 | -3 | 9 | -8 | 1.1 | 1 | 1
C=CCOc1nc2c(c(=O)n(C)c(=O)n2C)n1Cc1ccccc1Cl | 1 | -2 | -6 | 0.9 | 3 | -15 | 8 | 0.9 | 1 | 1
Cc1nn(Cc2ccccc2)c(Cl)c1C(=O)NCCc1ccc(Cl)cc1 | 0.9 | 0 | -24 | 0.8 | -2 | 0 | 7 | 0.9 | 1 | 1
CC(C)(C)NC(=O)Cn1c(-c2nonc2N)nc2ccccc21 | 0.9 | -3 | -6 | 0.9 | 0 | 6 | 10 | 0.9 | 1 | 1
CCCCc1c(O)nc(SCC(=O)N2CCOCC2)[nH]c1=O | 0.9 | -3 | -22 | 1 | -4 | -19 | 14 | 0.9 | 1 | 1.1
O=C(C1CCC1)N1CCc2cc(S(=O)(=O)NCc3ccccn3)ccc21 | 1 | -1 | -15 | 1 | -8 | 1 | 12 | 0.9 | 1.1 | 1
CCOC(=O)c1[nH]c(C)c(C(=O)Nc2ccc(C)c(Cl)c2)c1C | 1 | 6 | -3 | 1.1 | -2 | 8 | -2 | 1 | 1 | 1.1
O=C(CNC(=O)c1ccco1)OCc1ccc(C(=O)Oc2ccccc2)cc1 | 1 | 0 | -3 | 0.9 | -3 | -19 | 2 | 1 | 1 | 1.1
CCOC(=O)c1ccc(NC(=O)CCNS(=O)(=O)c2ccc3c(c2)oc(=O)n3C)cc1 | 1 | 5 | -14 | 0.9 | -5 | -14 | 9 | 0.9 | 1 | 1.1
Cc1cc(OCCCC(=O)NCCN2C(=O)S/C(=C\c3cccnc3)C2=O)ccc1Cl | 0.9 | -1 | 4 | 1 | -4 | -4 | 19 | 0.8 | 1 | 1.1
COC(=O)c1ccc(C(C(=O)NC2CCCCC2)N(C(=O)Cc2cccs2)C2CC2)cc1 (stereo unspecified) | 1 | -7 | -6 | 0.9 | 0 | 7 | 10 | 0.9 | 1 | 1.1
CNC(=O)c1ccc(Nc2nnc(-c3ccc(C)c(S(=O)(=O)NCC4CCCO4)c3)c3ccccc23)cc1 (stereo unspecified) | 1 | -10 | -2 | 0.8 | 3 | 13 | 8 | 0.9 | 1 | 1
Cc1cc(C(=O)COC(=O)C23CC4CC(CC(O)(C4)C2)C3)c(C)n1-c1c(C)n(C)n(-c2ccccc2)c1=O | 1 | -1 | -13 | 1 | -2 | -3 | 6 | 0.9 | 1 | 1
Cc1ccc(Nc2nc(N)nc(CSc3nccn3C)n2)c(C)c1 | 1 | -2 | -13 | 0.9 | -7 | -4 | 10 | 0.9 | 1.1 | 1
CCOC(=O)C1C2C=CC3(CN(C4CCCC4)C(=O)C13)O2 (stereo unspecified) | 1 | 3 | -5 | 1 | -1 | 2 | 4 | 1 | 1 | 1
Cn1c(=O)cc(OCCCC(=O)Nc2cccnc2)c2ccccc21 | 0.9 | -2 | -16 | 0.9 | -9 | 3 | 19 | 0.8 | 1.1 | 1.1
Cc1ccc(CC2S/C(=C(/C#N)C(=O)NCc3ccco3)N(c3ccccc3)C2=O)cc1 (stereo unspecified) | 0.8 | 0 | -10 | 0.9 | -6 | -8 | 29 | 0.7 | 1.1 | 1
CN(C)n1cnc2ccsc2c1=O | 1 | -2 | -10 | 1 | -7 | 8 | 11 | 0.9 | 1.1 | 1.1
COc1ccc(CC(=O)OCC(=O)NC(=O)NC23CC4CC(CC(C4)C2)C3)cc1 | 0.9 | -2 | -17 | 0.9 | -6 | 13 | 21 | 0.8 | 1.1 | 1.1
CN1CCCN(C(=O)C2CCCCC2)CC1 | 1 | 2 | -7 | 1 | -2 | 6 | 1 | 1 | 1 | 1
Cc1ccccc1S(=O)(=O)Cc1ccc(C(=O)NCc2cccs2)o1 | 1.1 | -3 | -16 | 1 | -5 | -6 | 10 | 0.9 | 1.1 | 1.1
Cc1noc(C)c1C(=O)OCC(=O)Nc1ccccc1C(=O)NC(C)c1ccccc1 (stereo unspecified) | 0.9 | 7 | -5 | 0.9 | 1 | 4 | 14 | 0.9 | 1 | 1
